KCNH2 WT inh: KCNH2 (human, wildtype) channel inhibition | Q12809 | U2OS, BacMam KCNH2, thallium flux FluxOr; active compounds read low | hit rate 0.37% among 340,000 | activity change, % at 1.84 µM;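 active = maximum activity change below -70%; inconclusive = maximum activity change between -70% and -50%; inactive = maximum activity change above -50%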; note: % is set by controls: 0 for no effect and ±100 for the full control effect
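U2OS cells were transduced with wild-type KCNH2 virus (2.03 x 10^8 / mL) for 4 h at room temperature, then cultured overnight at 37 C. Thallium flux was read with FluxOr dye. Rate constants were normalized to DMSO controls.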
CXXC DNA block: MLL CXXC-DNA interaction inhibition. Q03164. MLL-CXXC / FITC-HOXA9 DNA fluorescence polarization. Potency, µM (top dose mostly 115 µM), without a hit: at the top dose activity change, negative = inhibition, hits mostly inhibitors. hit rate 0.037% among 290,000; active = well fitted inhibition curve with a large enough effect in the polarisation, with a control signal flat, not every such curve was filed as active; inconclusive = small, poorly fitted or top-dose-only effect, or effect the other way, or a change in a side signal; inactive = no such curve, though single readings can be large or run the other way; the % refers to the polarisation; note: potency is the fitted concentration of half-maximal effect
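Steps: dispense CXXC domain solution (7 uM) → pin compounds or unlabeled HOX-A9 DNA control → 5 min ambient → add FLSN-HOX-A9 solution (50 nM) → spin → 30 min ambient → fluorescence polarization. Tris pH 7.5/NaCl/DTT/BSA buffer.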
MBNL1 CUG block: blocks human MBNL1 binding to CUG repeat RNA | Q9NR56 | TR-FRET MBNL1-His/biotin-(CUG)12 binding, 665/545 ratio | Potency, µM (highest dose often 57.5 µM), inactives show at the highest dose activity change, negative = inhibition, usual class: inhibitors | hit rate 0.036% among 280,000 | AID 2675; active = well fitted inhibition curve with a large enough effect in the signal ratio, with a control signal flat, not every such curve was filed as active; inconclusive = small, poorly fitted or top-dose-only effect, or effect the other way, or a change in a side signal; inactive = no such curve, though single readings can be large or run the other way; the % refers to the signal ratio; note: potency is the fitted concentration of half-maximal effect; % is set by controls: 0 for no effect and ±100 for the full control effect
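Compound titration spanned 92 nM–58 uM against the MBNL1-His/biotin-(CUG)12 complex. After 60 min at room temperature with 5 nM streptavidin-XL665 and 0.055 ng/ul terbium anti-His, ratiometric 665/545 nm emission (Ex 340 nm) normalized to controls.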
KCNH2 3.1 inh: blocks the human KCNH2 3.1 channel isoform; activity change, % (tested at about 1.8 µM); hit rate 0.95% among 340,000; AID 720553; U2OS KCNH2 3.1, thallium flux FluxOr; active compounds read low;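 active = maximum activity change below -70%; inconclusive = maximum activity change from -70% to -50%; inactive = maximum activity change above -50%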;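 note: thallium influx rate constant from kinetic fluorescence after stimulation buffer; % is set by controls: 0 for no effect and ±100 for the full control effect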
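Measured as rate of thallium-driven FluxOr signal in transduced U2OS cells carrying the 3.1 channel, read kinetically for 2 min upon stimulation; values are rate constants scaled to DMSO control wells.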
TRPV1 agonist: agonists of human vanilloid receptor 1 (TRPV1); Q8NER1; TRPV1-expressing cells, Fluo-8 calcium influx, agonist mode; activation, % at 8.33 µM; hit rate 0.19% among 320,000; AID 540275; in the data active = activation above about 80%; inconclusive = between about 30% and that limit; note: 0% is about no effect
Target sequence (Q8NER1 whole entry, looked up): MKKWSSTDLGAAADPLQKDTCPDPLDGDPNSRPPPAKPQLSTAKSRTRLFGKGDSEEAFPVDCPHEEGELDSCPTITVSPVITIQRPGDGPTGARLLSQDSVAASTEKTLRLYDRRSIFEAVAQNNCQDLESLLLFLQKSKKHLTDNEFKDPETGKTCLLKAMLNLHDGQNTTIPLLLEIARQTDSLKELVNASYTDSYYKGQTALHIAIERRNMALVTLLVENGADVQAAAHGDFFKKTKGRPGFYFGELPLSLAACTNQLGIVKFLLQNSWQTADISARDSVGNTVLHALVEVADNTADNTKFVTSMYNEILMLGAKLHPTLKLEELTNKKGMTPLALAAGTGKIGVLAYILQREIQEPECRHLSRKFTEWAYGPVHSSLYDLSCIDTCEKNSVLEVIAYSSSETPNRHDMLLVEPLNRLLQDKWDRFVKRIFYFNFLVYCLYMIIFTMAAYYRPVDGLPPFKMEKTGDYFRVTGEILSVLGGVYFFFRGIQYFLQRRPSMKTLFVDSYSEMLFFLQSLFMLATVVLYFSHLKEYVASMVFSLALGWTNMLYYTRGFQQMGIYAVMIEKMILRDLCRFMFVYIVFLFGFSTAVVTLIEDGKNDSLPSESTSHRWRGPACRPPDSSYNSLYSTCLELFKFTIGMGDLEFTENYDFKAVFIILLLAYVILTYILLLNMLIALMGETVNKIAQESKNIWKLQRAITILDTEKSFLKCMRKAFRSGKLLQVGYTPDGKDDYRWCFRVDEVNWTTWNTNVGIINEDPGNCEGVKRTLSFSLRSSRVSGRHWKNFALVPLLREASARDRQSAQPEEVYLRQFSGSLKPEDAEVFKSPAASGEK
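Fluo-8 calcium influx in TRPV1-expressing cells, kinetic read (ex 480/em 520 nm). Compound added and read 3 min for agonist activity, followed by capsaicin at EC20 final and 2 min further read for enhancement.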
FBPA coupling cs: counter-screen for Giardia aldolase inhibitors: coupling enzyme system | AID 2472 | coupling enzyme system counterscreen, AmpLite Red fluorescence | hit rate 0.67% among 290,000 | activity change, negative = inhibition, % at 58.2 µM, hits read low; in the data active = activity change below about -30%; note: % is set by controls: 0 for no effect and ±100 for the full control effect
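Counterscreen of the coupled detection system alone, without aldolase: glyceraldehyde-3-phosphate coupling enzymes plus AmpLite Red readout. Compounds at 57.5 uM final, 10 min RT preincubation, 20 min RT reaction, fluorescence 525/598 nm.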
ASM inhibitor: blocks human secretory acid sphingomyelinase. hit rate 0.006% among 340,000. Potency, µM (series often up to 57.5 µM), inactives show at the top dose activity change, negative = inhibition, usual class: inhibitors. placental ASM, HMU-PC fluorogenic substrate, 60 min. AID 504937; note: potency is the fitted concentration of half-maximal effect
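Steps: dispense placental human ASM, pin compound, wait 10 min at room temperature, add HMU-PC0 substrate at 9 uM final, incubate 60 min at 37 °C, add stop solution raising pH to 10, read fluorescence.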
GALK inhibitor: inhibitors of human galactokinase | hit rate 0.007% among 270,000 | Potency, µM (highest dose often 57.5 µM), inactives show at the top dose activity change, negative = inhibition, actives largely listed as inhibitors | P51570 | AID 1868 | Purified GALK, Kinase-Glo residual ATP luminescence; note: potency is the fitted concentration of half-maximal effect; % is set by controls: 0 for no effect and ±100 for the full control effect
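Luminescence from leftover ATP (Ultra-Glo luciferase/luciferin) served as read-out after a 1 h room-temperature reaction of 5 nM GALK with 35 uM ATP and 100 uM galactose.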
Integrin act MD: activators of alpha7 integrin expression for muscular dystrophy | Potency, µM (series often up to 38.3 µM), for inactives: at the highest dose activation, hits mostly activators | alpha7betagal myoblasts, beta-gal FDG fluorescence, 48 h | AID 624291 | hit rate 0.064% among 350,000;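 note: potency is the fitted concentration of half-maximal effect; 100% = response of the positive control SU9516; nearly all actives have a fitted effect of over 60% in size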
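Alpha7betagal+/- myoblasts (passage 13) were plated 16-24 hr, then exposed to compounds (1:260 dilution of DMSO stock) for 48 hours at 37C. After MPER lysis, β-galactosidase reporter activity was read as FDG fluorescence (ex 480/em 540) after 30 minutes.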
AT treatment: candidate therapy for ataxia-telangiectasia; hit rate 0.19% among 320,000; […] A-T fibroblasts, KAP-1 phosphorylation AlphaLISA; neocarzinostatin DNA damage 30 min before lysis; Potency, µM (highest dose often 57.5 µM), without a hit: top-dose activation, most hits filed as activators; note: potency is the fitted concentration of half-maximal effect; % of control where 0% means no effect; nearly all actives have a fitted effect of over 45% in size
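ATM-like activity read as KAP-1 phosphorylation via AlphaLISA donor/acceptor antibody pairs after lysis and 6 hr at 25C. Cells were ATM-null patient fibroblasts ([…], hTERT), dosed 60 min, then exposed to the DSB inducer NCS for 30 min.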
* marks the source's active call; other numbers are inactive results; ? = inconclusive; . = no result given; [ ] = dose if it differs, or a comment. Unless noted, calls come from the whole dose curve; as a rule, active = well fitted curve in the direction sought with a large enough effect; inconclusive = small, poorly fitted or top-dose-only effect, or another doubt; inactive = no such curve, though single readings can be large; an effect the other way counts as inactive or inconclusive.

SMILES | KCNH2 WT inh | CXXC DNA block | MBNL1 CUG block | KCNH2 3.1 inh | TRPV1 agonist | FBPA coupling cs | ASM inhibitor | GALK inhibitor | Integrin act MD | AT treatment
Cc1cccc2nc(-c3ccco3)c(Nc3ccc4c(c3)OCCO4)n12 | 9 | 8% | 6% | 2 | -4 | 0 | 26% | -4% | ? | -1%
CC#CC[N+](C)(C)CCCCCCCCCCCC | 1 | 2% | -12% | -13 | 9 | 5 | -8% | 2% | -61%[inhibitor] | 6%
CCc1ccc(/C=N/NC(=S)NCCc2ccccc2)cc1 | 7 | 13% | -3% | -1 | -2 | 1 | -15% | -3% | -11% | -5%
CC(C(=O)Nc1ccc(N(C)C)cc1)N1C(=O)c2ccccc2S1(=O)=O (stereo not given) | 0 | . | . | -2 | -1 | . | 3% | . | 12% | -5%
COc1ccc(S(=O)(=O)N2CC(=O)Nc3ccccc32)cc1Cl | -12 | 0% | 3% | 4 | -1 | -2 | 3% | 5% | 4% | -3%
Cc1ccc(C(=O)N2[C@@H]3CN(C)C(=O)[C@@]2(C)[C@H]2C(=O)N(Cc4ccccc4)C(=O)[C@@H]32)cc1 | -3 | . | . | -8 | . | . | 4% | . | -6% | .
COc1cccc(/C=N/n2c(C3CCCCC3)n[nH]c2=S)c1OC | 1 | 0% | 6% | 6 | 28 | 0 | -3% | 2% | 2% | -1%
Cc1ccc(NC(=O)C2CCN(S(=O)(=O)c3ccc4c(c3)CCCC(=O)N4)CC2)cc1N(C)C | -5 | 3% | 3% | -24 | 3 | 0 | 3% | -6% | 15% | -6%
Cc1ccc(N(CC(=O)N2CCN(C3CCCCC3)CC2)S(=O)(=O)c2cccnc2)cc1 | 10 | -8% | -25% | -14 | 1 | 7 | 2% | -1% | 18%[7.66 µM] | .
COc1cc(OC)cc(C(=O)NNC(=O)c2ccccn2)c1 | -2 | -1% | 31%[activator] | -16 | -3 | -2 | 2% | -2% | -47% | 4%
CCOC(=O)Cc1c(C)[nH]c(=S)[nH]c1=O | 5 | 4% | -15% | 6 | -2 | 1 | 3% | 1% | 11% | 0%
OC(CNCCCN1CCCCC1)COc1ccccc1 (stereo not given) | -11 | 2% | 6% | 7 | -2 | 0 | 3% | -1% | -2% | 0%
N#Cc1c(-c2ccccc2)cc(C2CC2)nc1SCC(=O)c1cccs1 | 0 | 7% | 0% | -18 | 7 | . | -1% | -3% | 12% | 9%
COc1ccccc1OCCNC(=O)C1CC(=O)N(Cc2ccccc2)C1 (stereo not given) | -4 | . | . | -10 | 1 | . | 2% | . | -22% | -4%
CCOC(=O)/C(C#N)=C1/C=Nc2ccccc2N1 | -4 | 0% | ? | 11 | 5 | 3 | -1% | 1% | -16%[7.66 µM] | -10%
C=CCN(CC=C)C(=O)c1ccccc1NC(=O)c1ccccc1C | 3 | -2% | -19% | -7 | 4 | 3 | 3% | -1% | 4% | 6%
Cc1ccc(NC2=NC(c3ccc(F)cc3)n3c(nc(C)cc3=O)N2)cc1 (stereo not given) | -2 | -3% | 2% | -3 | 2 | -2 | -2% | -1% | 30% | -9%
COC(=O)c1ccc(NC(=O)C2CCCO2)cc1 (stereo not given) | -3 | 5% | -2% | 11 | 10 | -5 | 2% | 0% | 16% | -4%
FC(F)(F)c1ccc(Cl)c(-n2c(Cc3cccs3)n[nH]c2=S)c1 | -3 | -4% | 0% | -4 | -9 | -3 | -1% | 4% | 0% | 11%
COc1cccc(CCNC(=O)CCc2nnc(-c3cc(C)oc3C)o2)c1 | 4 | 10% | -2% | 12 | 3 | 1 | 0% | 0% | -9% | 1%
Cc1cccc(N2CC(O)(c3cccs3)[N+]3=C2CCCC3)c1 (stereo not given) | 4 | 6% | -6% | 8 | -1 | 0 | 0% | 1% | -55%[inhibitor] | 0%
CC(CCn1cccn1)NC(=O)c1cc(COc2ccc(F)cc2F)on1 (stereo not given) | -2 | -3% | -1% | 11 | -6 | -3 | 6% | -1% | -17% | 6%
Cc1ccnc(SCCn2c(N3CC(C)OC(C)C3)nc3c2c(=O)n(C)c(=O)n3C)n1 (stereo not given) | 4 | 3% | -9% | -8 | -2 | 0 | -4% | 7% | 11% | 2%
COc1cc2oc(=O)ccc2cc1[C@H](O)[C@@H](O)C(C)(C)O | -14 | . | . | 6 | -3 | . | 4% | . | ? | 7%
O=C(O)/C=C/C(=O)NC1CCC(CC2CCC(NC(=O)/C=C/C(=O)O)CC2)CC1 (stereo not given) | -5 | -7% | 2% | 21 | -3 | 0 | 2% | 3% | -4% | -2%
CN(CC(=O)NCCc1ccccc1)S(=O)(=O)c1cccc2nsnc12 | 4 | 1% | ? | -8 | -7 | -11 | -1% | . | -16% | -4%
N/C(=N\OC(=O)COc1ccc2ccccc2c1Br)c1ccncc1 | . | 3% | 38%[activator] | . | 3 | 1 | . | -2% | . | 8%
Cc1cc(C)c2c(c1)cc(C)c1nnc(SCC(=O)Nc3ccccc3N3CCOCC3)n12 | 6 | 7% | 8% | 0 | 3 | -3 | -2% | -5% | -10% | 3%
COc1ccc(-c2cnnn2-c2ccc(NC(=O)c3ccc(S(=O)(=O)N4CCCCC4)cc3)cc2)cc1OC | 7 | -4% | . | -22 | -4 | 2 | -1% | 0% | -19% | -8%
COC(=O)CN=Cc1c(C)[nH]n(-c2ccccc2)c1=O | 8 | 1% | 1% | 1 | 2 | 0 | 4% | -1% | 4% | 1%
COc1ccc(C(CNC(=O)c2cccc(NS(=O)(=O)c3ccc(C)c(F)c3)c2)N2CCCC2)cc1 (stereo not given) | 9 | . | . | -38 | 4 | . | 12% | . | -47%[inhibitor] | 8%
O=C(O)/C=C/C(=O)NCCC1=CCCCC1 | 10 | 3% | -16% | -8 | 0 | 0 | 2% | 2% | 2% | -2%
CC(=O)Nc1ccc(S(=O)(=O)NCCC(=O)OCC(=O)c2cccc(Br)c2)cc1 | 4 | . | . | 3 | -1 | . | -2% | . | -3% | -5%
Cc1cc(NC(=O)COC(=O)c2ccc([N+](=O)[O-])cc2Cl)no1 | 3 | . | . | -1 | -4 | . | -1% | . | 5% | -5%
O=C(COc1ccc(Cl)cc1)NNC(=O)CSc1nncs1 | 5 | 0% | . | -8 | -2 | 1 | -3% | 11% | -4% | 5%
COc1ccc(C2c3c(oc4ccccc4c3=O)C(=O)N2c2ccccn2)cc1OC (stereo not given) | 0 | -3% | ? | 1 | 0 | 7 | 7% | 10% | 10% | -3%

Another view of part of the listing above.
mol	KCNH2 WT inh	CXXC DNA block	MBNL1 CUG block	KCNH2 3.1 inh	TRPV1 agonist	FBPA coupling cs	ASM inhibitor	GALK inhibitor	Integrin act MD	AT treatment
COc1ccc(-c2cnnn2-c2ccc(NC(=O)c3ccc(S(=O)(=O)N4CCCCC4)cc3)cc2)cc1OC	7	-4%	.	-22	-4	2	-1%	0%	-19%	-8%
COC(=O)CN=Cc1c(C)[nH]n(-c2ccccc2)c1=O	8	1%	1%	1	2	0	4%	-1%	4%	1%
COc1ccc(C(CNC(=O)c2cccc(NS(=O)(=O)c3ccc(C)c(F)c3)c2)N2CCCC2)cc1 (stereo not given)	9	.	.	-38	4	.	12%	.	-47%[inhibitor]	8%

Continued:
SMILES | KCNH2 WT inh | CXXC DNA block | MBNL1 CUG block | KCNH2 3.1 inh | TRPV1 agonist | FBPA coupling cs | ASM inhibitor | GALK inhibitor | Integrin act MD | AT treatment
Cc1nn(CC(=O)NCc2ccc(OC(C)C)cc2)c(=O)c2cc(-c3ccccc3)nn12 | 2 | 13% | 8% | -3 | 1 | 2 | 3% | 0% | -25% | 3%
COc1ccc(S(=O)(=O)N2CCCCC2)cc1NC(=O)c1ccco1 | -19 | 3% | -4% | 6 | 26 | 2 | 4% | -6% | -10% | 1%
CCc1cccc(Oc2nn[nH]n2)c1 | -4 | 17% | -4% | 12 | . | 7 | 16% | -5% | -15% | 7%
CN1C(=O)C(C)(C)c2cc(S(=O)(=O)N3CCCC3C(=O)NCc3ccccc3Cl)ccc21 (stereo not given) | -2 | . | -12% | 5 | -2 | 0 | 3% | . | 25% | 11%
COc1ccc(S(=O)(=O)Nc2cc(C)cc(C)n2)c2ccccc12 | -11 | 1% | -6% | -28 | 4 | -1 | -2% | 0% | 0% | -11%
COC(=O)Cc1ccc(NC(=S)NN2CCOCC2)cc1 | -1 | 3% | 27% | 20 | -3 | 4 | 1% | 2% | 12% | 6%
Cc1ccc(C(=O)NCC(=O)NCC(=O)OCC(=O)c2cccs2)cc1 | 4 | -1% | -11% | 0 | -2 | 6 | 0% | 2% | 1% | 7%
CCN(C(=O)Cc1c(C(=O)O)n(C)c2ccccc12)c1ccc(F)cc1 | 3 | -14% | -18% | 6 | -1 | 1 | 1% | 1% | -18% | 0%
CCn1c(Oc2ccccc2C)nc2c1c(=O)n(C)c(=O)n2C | -8 | 10% | -3% | 1 | 4 | 3 | -1% | 2% | ? | -14%
